DAGLB inh: DAGLB lipase inhibitors, primary screen, biochemical, fluorescence, HTS; HEK293T DAGLB membrane lysate, EnzChek fluorogenic substrate; inhibition, % at 5.17 µM; actives 0.059% (n = 340,000); AID 504411, 2011; in the data active means inhibition above about 34%;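 further: 0% = enzyme with vehicle and 100% = wells lacking enzyme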
HTR5A inv ctr: HTR5A inverse agonists in luminescence cell assay, primary screen, counter-screen for OPRM1-OPRD1 heterodimer inverse agonist project, full-deck HTS; actives 0.083% (n = 340,000); inhibition, % at 9.3 µM; 5-hydroxytryptamine receptor 5A (Homo sapiens), P47898; HTR5A cell line, inverse agonism; in the data active means inhibition mostly above about 23%, no sharp cut-off; inactive means mostly below about 18%;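 further: 0% = cells with DMSO and 100% = no-cell wells with DMSO; some compounds called inactive have numbers as strong as hits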
Target sequence (P47898 whole entry, looked up): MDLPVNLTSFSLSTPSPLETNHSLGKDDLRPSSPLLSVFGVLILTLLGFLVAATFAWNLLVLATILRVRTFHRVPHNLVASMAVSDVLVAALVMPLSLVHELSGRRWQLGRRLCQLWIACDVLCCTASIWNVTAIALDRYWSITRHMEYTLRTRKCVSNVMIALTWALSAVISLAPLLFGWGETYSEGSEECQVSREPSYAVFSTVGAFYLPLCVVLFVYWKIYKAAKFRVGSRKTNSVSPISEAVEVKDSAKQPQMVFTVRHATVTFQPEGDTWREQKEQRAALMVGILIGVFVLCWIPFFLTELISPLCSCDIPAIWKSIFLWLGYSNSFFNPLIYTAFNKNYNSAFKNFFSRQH
phage Ecoli inh: growth loss of phage-infected E. coli, primary screen, RecBCD inhibitor project, absorbance, with phage, HTS | inhibition, % at 11.9 µM | actives 0.26% (n = 360,000); in the data active means inhibition above about 11%
E coli growth: E. coli V3065 growth inhibition, primary screen, counter-screen for AddAB inhibitor project, absorbance, OD600; 18 h; inhibition, % at 11.9 µM; actives 0.27% (n = 330,000); AID 449728, 2010;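 active means inhibition above the campaign's mean inhibition across all tested compounds plus 3 SD, cut at about 9.9% in these data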;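 further: uninfected addAB+ strain grown without phage in ampicillin broth; 0% = DMSO wells and 100% = ciprofloxacin 0.95 µg/ml wells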
Mot1-301 SUMO: yeast Mot1-301 growth rescue at high temperature, primary screen, SUMOylation pathway inhibitor project, S. cerevisiae, ATP luminescence, 38.5C; growth rescue, % at 18.8 µM; S. cerevisiae Mot1-301 growth rescue; percent above DMSO median, 100 means doubled; actives 1% (n = 320,000); AID 2716, 2010;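 active means every valid replicate shows activation above 250% relative to neutral control wells; inactive means the rest, any valid replicate at or below 250%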;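 further: OY570 slx delta 5 strain wells were the positive control but not used for scaling; some compounds called inactive have numbers as strong as hits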
AddAB inh: growth inhibition of E. coli expressing H. pylori AddAB, primary screen, AddAB inhibitor project, absorbance; inhibition, % at 11.9 µM; actives 0.29% (n = 330,000); in the data active means inhibition above about 12%;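 further: 0% = vehicle wells of infected cells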
Tat export inh: E. coli Tat export inhibitors, primary screen, MC4100, TorA-mCherry reporter, fluorescence, single point. AID 488895, 2010. inhibition, % at 10 µM. actives 0.036% (n = 340,000);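 active means mean replicate inhibition at least 50% and at least half of replicates individually reaching 50%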;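 further: exported cargo escapes ClpAP degradation while cytoplasmic cargo is degraded and loses fluorescence; 0% = median of neutral control wells and 100% = median of NaSCN control wells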
PKA-R1A act: activators of PKA-R1A holoenzyme, primary screen, biochemical, fluorescence polarization, Cy5-IP20, bovine R1A, mouse PKAc; cAMP-dependent protein kinase type I-alpha regulatory subunit (Bos taurus) + …; PKA-R1A dissociation; scaled: DMSO 0%, 113 µM cGMP 100%; actives 0.083% (n = 340,000); activation, % at 11.4 µM;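 active means percent activation above the mean of all tested compounds plus 3 SD, cut at about 19% in these data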;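 further: higher means more PKAc released from R1A so a rise in polarization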
CDK5 p35 inh: inhibitors of human CDK5/p35 kinase, primary screen, biochemical, single concentration; Recombinant CDK5/p35, ADP-Glo luminescence, 60 min; actives 0.01% (n = 330,000); inhibition, % at 10 µM; Cyclin-dependent kinase 5 (Homo sapiens) + Cyclin-dependent kinase 5 activator 1 (Homo …;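 active means highest replicate inhibition of at least 50% and at least 75% of replicates reaching 50%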;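 further: plate controls were DMSO neutral control for no effect and GW8510 at 10 µM for full effect; many of its hits are not listed in these tables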
HTR5A ag: HTR5A agonists in luminescence cell assay, primary screen, counter-screen for OPRM1-OPRD1 heterodimer agonist project, full-deck HTS. activation, % at 9.3 µM. actives 0.61% (n = 340,000). 5-hydroxytryptamine receptor 5A (Homo sapiens), P47898. cell-based; in the data active means activation mostly above about 9.5%, no sharp cut-off; inactive means mostly below about 7.6%;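 further: 0% = cells with vehicle only and 100% = reference agonist; strong numbers were not always called active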
PKA-R2B activ: activators of PKA-R2B holoenzyme, primary screen, biochemical, fluorescence polarization, Cy5-IP20, human; cAMP-dependent protein kinase catalytic subunit beta (Homo sapiens) + cAMP-dependent …; PKA-R2B holoenzyme dissociation; R2B truncated from residue 108, S112A mutant; 0% DMSO only, 100% 113 µM cGMP; activation, % at 11.4 µM; actives 0.079% (n = 340,000);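 active means activation above a cutoff set at the mean over all compounds plus 3 SD, cut at about 18% in these data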;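 further: higher means more holoenzyme dissociation and a rise in polarization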
Target sequence (P31323 whole entry, looked up, other chains not shown, the tested form may be a part): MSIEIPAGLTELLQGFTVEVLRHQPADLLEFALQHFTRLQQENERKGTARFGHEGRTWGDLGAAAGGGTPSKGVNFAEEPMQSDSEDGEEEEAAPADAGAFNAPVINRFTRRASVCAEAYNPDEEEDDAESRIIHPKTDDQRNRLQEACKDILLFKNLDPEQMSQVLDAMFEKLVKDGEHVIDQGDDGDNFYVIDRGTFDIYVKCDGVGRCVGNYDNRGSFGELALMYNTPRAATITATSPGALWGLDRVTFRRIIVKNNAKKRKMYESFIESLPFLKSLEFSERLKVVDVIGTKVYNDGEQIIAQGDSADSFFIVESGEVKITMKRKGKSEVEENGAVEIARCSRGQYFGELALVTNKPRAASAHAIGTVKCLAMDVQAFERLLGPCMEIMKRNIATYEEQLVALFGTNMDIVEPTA
* = called active by the depositor; . = not tested or not shown.

SMILES	DAGLB inh	HTR5A inv ctr	phage Ecoli inh	E coli growth	Mot1-301 SUMO	AddAB inh	Tat export inh	PKA-R1A act	CDK5 p35 inh	HTR5A ag	PKA-R2B activ
O=C1NC2(O)C(=O)c3ccccc3C2(O)N1 (stereo unspecified)	2	-10	3.8	0.5	.	-0.3	-12	5	-3.3	2	-1
CC(C)C(=O)Nc1ccc2c(c1)nc(CCN1CCN(C)CC1)n2C	0	-8	1.4	-3.4	2	0.1	-4	-7	0.2	2	1
CCCNC(=O)C1(CC2CC(c3ccccc3)=NO2)CCN(C(=O)C2(C)CC2)CC1 (stereo unspecified)	0	-3	1.0	-1.9	355*	2.9	-5	-4	0.5	1	8
Cc1cccc(N2CCN(C(=O)c3ccc(CS(=O)Cc4ccc(Cl)cc4)o3)CC2)c1C (stereo unspecified)	4	-15	0.6	1.0	15	1.9	16	-2	-0.2	2	-1
COc1ccc(C(=O)OCC(=O)c2ccc(C)c(S(=O)(=O)N3CCOCC3)c2)cc1OC	-4	-10	3.2	-0.6	625*	4.3	-2	-4	1.8	5	0
CC1=C(C(=O)Nc2ccccc2C)C(c2ccc(C)o2)C2=C(CCCC2=O)N1 (stereo unspecified)	2	8	2.5	-3.7	9	-0.6	-2	13	-1.0	1	-6
S=C(Cc1ccccc1)NCCc1ccccc1	-7	7	4.5	2.5	-10	5.0	-1	-4	-4.0	-3	-3
Cc1noc(C)c1C(=O)Nc1cc(Cl)ccc1N1CCOCC1	-2	-9	-0.2	0.3	-2	0.6	0	2	1.3	3	-9
CCOC(=O)CCC(NC(=O)c1cncc(O)c1)C(=O)OCC (stereo unspecified)	0	-29	1.6	-0.3	-8	1.5	3	-4	0.1	-4	4
COc1cc2[nH]c(=O)n(CCC(=O)N3CCC(N4CCCCC4)CC3)c(=O)c2cc1OC	2	-9	0.3	1.2	2	-0.2	2	-2	-0.4	-2	0
COc1ccc(NC(=O)CSc2nc3c(cc2C#N)CN(C)CC3)cc1	0	6	1.3	-0.8	16	1.4	0	1	0.1	2	5
O=C(NNC(=O)c1ccncc1)Nc1cccc(C(F)(F)F)c1	0	-6	1.2	.	-1	.	0	6	1.5	6	-4
CC(Sc1ccsc1[N+](=O)[O-])C(=O)NCCc1ccc(Cl)cc1 (stereo unspecified)	-1	7	2.2	1.3	-4	1.5	-2	0	4.9	-3	-1
COc1ccc(-c2ccnc3c(C#N)cnn23)cc1	-1	-4	2.1	-2.2	16	0.2	-7	-16	1.2	2	-8
Cc1ccc(S(=O)(=O)N(C)C)cc1NC(=O)COC(=O)c1ccc2c(c1)OCO2	1	-15	1.1	-0.2	-13	1.7	-7	-8	1.0	4	0
CC(C(=O)NCC1CCCCC1)N(C)CC(=O)Nc1ccc(N2CCOCC2)cc1 (stereo unspecified)	-1	8	0.9	1.6	299	4.8	-1	-11	-2.0	-3	-5
C[C@H](CO)N1C[C@H](C)[C@@H](CN(C)C(=O)Nc2ccc3c(c2)OCO3)Oc2c(cccc2N(C)C)C1=O	0	-4	0.6	0.0	-20	0.5	-10	-1	1.2	1	-9
Cn1c(=O)c2c(nc(SCc3ccc(F)cc3)n2C)n(C)c1=O	-2	8	3.2	0.6	-4	1.2	-5	0	0.3	1	-3
Cc1csc(=O)n1CC(=O)OC(C)C(=O)Nc1ccc(N(C)C)cc1 (stereo unspecified)	3	-33	1.3	.	.	.	17	-15	-14	1	0
CN(Cc1ccccc1)C(=O)CCS(=O)(=O)c1ccc2c(c1)n(C)c(=O)c(=O)n2C	-1	-17	2.0	-0.8	-1	2.0	1	-6	-0.1	6	0
Cc1ccc(CCN=c2c([N+](=O)[O-])nn(-c3ccccc3)n2O)cc1	3	-1	0.4	-0.7	1	3.2	11	1	-2.7	0	-1
CC(C)CC(=NNC(=O)c1ccncc1)c1cc(Cl)ccc1O	-6	-15	5.5	.	.	.	-3	11	0.7	4	-3
CCOC(=O)c1c(C)c(C(=O)NCc2ccccc2OC)c(C)n1C	0	-27	0.4	-1.7	4	0.9	-4	-10	-0.1	-1	-3
O=C(Nc1ccccc1)N1CCc2ccccc2C1	0	-5	2.9	0.2	-25	1.3	-7	9	0.7	0	4
Cc1ccc(NC(=O)CCN2CCN(CCO)CC2)cc1Br	-1	-6	1.4	-0.2	-6	3.6	2	-1	0.0	2	-3

Going on with the list.
SMILES	DAGLB inh	HTR5A inv ctr	phage Ecoli inh	E coli growth	Mot1-301 SUMO	AddAB inh	Tat export inh	PKA-R1A act	CDK5 p35 inh	HTR5A ag	PKA-R2B activ
COc1ccc(Cn2c(CCC(=O)NCc3ccco3)nc3cccnc32)cc1	3	-2	1.4	0.8	-20	2.5	-2	1	-1.4	2	-6
Cc1cccc(NC(=O)c2cccc(N3C(=O)C4C5CCC(C5)C4C3=O)c2)c1C (stereo unspecified)	0	-34	0.9	0.4	-5	1.8	-2	3	-1.2	14	-9
COc1cccc(CNc2ccc(F)c([N+](=O)[O-])c2)c1O	6	-6	3.1	0.0	12	3.6	0	-14	0.9	2	-12
O=C(CN1C(=O)CCSc2ccccc21)Nc1cccc(F)c1	0	9	1.4	-2.2	-8	0.9	8	10	-4.8	-3	2
Cc1c(C(=O)Nc2cccc(S(=O)(=O)N3CCCC3)c2)oc2ccccc12	-3	-11	0.9	2.3	2	0.3	-8	-7	0.3	4	7
COc1ccc(/C=C2/C(=O)N(c3ccccc3)N=C2C)c(OC)c1	6	-15	-2.4	.	11	.	4	-2	-0.4	3	4
N#Cc1ccc(NC(=O)c2nc(-c3ccccc3)n(-c3ccccc3)n2)cc1	1	-9	0.5	3.8	-7	2.6	-8	-6	-0.5	3	-9
COc1ccc2[nH]c(CN3CCC(n4nccc4NC(=O)C4CC4)CC3)c(C)c2c1	-2	4	0.9	-0.2	-7	-1.2	3	0	0.6	-4	1
Cc1ccc(C(=O)NCC(=O)OCC(=O)N2CC(C)OC(C)C2)cc1 (stereo unspecified)	2	-17	-0.7	0.8	-15	-0.2	-3	3	-0.1	5	-9
CN(C)C(=O)COC(=O)c1cccc(S(=O)(=O)N2CC3(C)CC2CC(C)(C)C3)c1 (stereo unspecified)	-2	13	1.8	1.6	0	-1.6	5	-11	2.2	-5	2
COc1ccc(CCNC(=O)CN2CCC(n3nnc4cc(F)ccc43)CC2)cc1OC	2	16	0.8	.	.	.	-2	2	0.2	-1	-5
COc1ccc(/C=N/NC(=O)c2cccc(NC(=O)c3ccccc3Cl)c2)cc1	-2	16	0.2	-3.6	3	2.7	1	2	0.8	-5	-2
CCc1nnc(NC(=O)NC(C)(C)C)s1	2	10	0.5	3.0	26	2.9	-8	11	-3.8	-7	-2
CCOC(=O)N1CCN(S(=O)(=O)c2ccc(C(=O)N(CCN(CC)CC)c3nc4c(C)cccc4s3)cc2)CC1	-3	-2	4.1	-0.3	102	2.7	7	-4	2.2	3	11
O=c1c2ccccc2sn1-c1ccc(S(=O)(=O)N2CCCC2)cc1	1	-7	-1.5	0.2	38	2.6	-1	-9	1.2	-1	-5
CCCc1nnc(SCc2ccc(C(=O)OC)o2)n1N	0	3	1.8	0.5	1	-1.7	-2	4	0.6	-1	-3
CC(OC(=O)CC1CCCC1)C(=O)Nc1ccc(S(N)(=O)=O)cc1 (stereo unspecified)	1	26	1.9	0.7	-16	-1.2	4	-5	-0.4	0	-12
Cc1onc(-c2ccccc2)c1C(=O)NN1CCOCC1	-2	-8	2.3	-0.8	3	1.9	-1	-8	0.9	3	-10
O=C(NCCc1ccccn1)c1c(-c2ccsc2)sc2ccccc12	0	15	1.8	-1.2	.	2.2	-3	-5	-1.4	-4	-2
CCn1cc(S(=O)(=O)NCc2ccc(OC)cc2)cn1	-2	-31	3.9	-0.3	-5	-1.4	-9	-4	-4.5	13	3
COc1ccc(-c2nnc3n2N=C(C)CS3)cc1OC	-1	-28	2.5	1.5	1	2.9	-2	9	-0.6	-2	0
Cc1sc2ncnc(N(C)CCc3ccccn3)c2c1C	0	-17	-0.4	-0.6	-17	0.2	-9	-14	0.3	2	-2
CCOc1ccc(NC(=O)Cn2nnc(C(=O)NCc3ccc(OC)cc3)c2N)cc1	-1	4	2.5	-0.7	-3	2.7	3	-7	0.1	2	-11
Cc1ccc(C(=O)CCC(=O)N2CCN(C(=O)c3ccco3)CC2)cc1	-1	-3	3.7	-0.6	5	2.8	-7	-1	0.7	1	-10
CCCCNc1c(-c2ccc(Sc3ccc(OC)cc3)cc2)nc2cc(C)ccn12	-5	-11	3.2	1.2	-8	1.9	2	-13	-2.3	7	3
O=C(NS(=O)(=O)c1ccccc1)c1ccccc1F	-1	3	-0.9	3.7	-5	0.9	-10	0	0.1	4	3
Cc1ccc(C(=O)c2ccccc2C(=O)OCC(=O)Nc2ccc(SC(F)F)cc2)cc1	-7	3	3.9	-2.8	-16	-0.9	10	-13	0.4	-2	-7

Bioassay records deposited in PubChem BioAssay by several laboratories.

Not a hit list, and some 2.3% of all compounds hit somewhere here.
